Source: PubChem BioAssay (The Scripps Research Institute Molecular Screening Center)
PAFAH1B2 inh = inhibitors of human PAFAH1B2. hit rate 1.2% among 340,000. inhibition, % at 3.39 µM. recombinant PAFAH1B2, FP-rhodamine activity probe, fluorescence polarization;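 active = inhibition above the mean of all tested compounds plus 3 SD, cut at about 24% in these data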;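 note: 0% = enzyme with DMSO and 100% = wells lacking PAFAH1B2; many of its hits are not listed in these tables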
Target sequence (P68402 whole entry, looked up): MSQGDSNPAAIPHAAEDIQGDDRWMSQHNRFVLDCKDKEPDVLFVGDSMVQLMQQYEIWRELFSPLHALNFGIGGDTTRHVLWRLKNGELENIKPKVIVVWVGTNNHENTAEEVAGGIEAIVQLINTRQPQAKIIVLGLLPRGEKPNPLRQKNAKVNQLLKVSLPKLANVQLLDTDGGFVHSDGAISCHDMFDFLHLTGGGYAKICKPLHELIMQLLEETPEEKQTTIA
LYPLA2 counter = blocks human lysophospholipase 2, a PME1 counter-screen; O95372; recombinant LYPLA2, FP-Rh probe fluorescence polarization; inhibition, % at 5.9 µM; hit rate 0.38% among 320,000;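 active = inhibition above the screen-wide mean plus 3 SD, limit set per campaign, cut at about 26% in these data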;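 note: 0% = LYPLA2 with DMSO and 100% = wells lacking LYPLA2 enzyme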
PME-1 inh = PME-1 (human) inhibition; hit rate 0.53% among 320,000; inhibition, % at 5.9 µM; Q9Y570; recombinant PME-1, FP-Rh probe fluorescence polarization;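 active = inhibition above the campaign mean of all compounds plus 3 SD, cut at about 26% in these data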;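 note: competitive labeling of PME-1 active site by serine hydrolase directed probe; 0% = PME-1 with DMSO and 100% = wells lacking PME-1 enzyme; inhibitors block probe labeling so polarization falls and inhibition rises; many of its hits are not listed in these tables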
PREPL inhibitor = inhibits the human prolyl oligopeptidase-like enzyme; AID 2751; hit rate 0.68% among 320,000; Q4J6C6; recombinant PREPL, fluorescence polarization activity-based probe; inhibition, % at 5.96 µM; in the data active = inhibition above about 43%;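 note: 0% = enzyme with DMSO and 100% = wells lacking enzyme; many of its hits are not listed in these tables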
PAD4 inh = PAD4 (human) enzyme inhibition | Q9UM07 | recombinant PAD4, RCA probe fluorescence polarization | inhibition, % at 6.36 µM | hit rate 0.41% among 330,000 | AID 485272;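 active = percent inhibition above a cutoff equal to the mean of all tested compounds plus 3 SD, cut at about 15% in these data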;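 note: 0% = PAD4 with RCA probe and DMSO and 100% = probe without PAD4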
Target sequence (Q9UM07 whole entry, looked up): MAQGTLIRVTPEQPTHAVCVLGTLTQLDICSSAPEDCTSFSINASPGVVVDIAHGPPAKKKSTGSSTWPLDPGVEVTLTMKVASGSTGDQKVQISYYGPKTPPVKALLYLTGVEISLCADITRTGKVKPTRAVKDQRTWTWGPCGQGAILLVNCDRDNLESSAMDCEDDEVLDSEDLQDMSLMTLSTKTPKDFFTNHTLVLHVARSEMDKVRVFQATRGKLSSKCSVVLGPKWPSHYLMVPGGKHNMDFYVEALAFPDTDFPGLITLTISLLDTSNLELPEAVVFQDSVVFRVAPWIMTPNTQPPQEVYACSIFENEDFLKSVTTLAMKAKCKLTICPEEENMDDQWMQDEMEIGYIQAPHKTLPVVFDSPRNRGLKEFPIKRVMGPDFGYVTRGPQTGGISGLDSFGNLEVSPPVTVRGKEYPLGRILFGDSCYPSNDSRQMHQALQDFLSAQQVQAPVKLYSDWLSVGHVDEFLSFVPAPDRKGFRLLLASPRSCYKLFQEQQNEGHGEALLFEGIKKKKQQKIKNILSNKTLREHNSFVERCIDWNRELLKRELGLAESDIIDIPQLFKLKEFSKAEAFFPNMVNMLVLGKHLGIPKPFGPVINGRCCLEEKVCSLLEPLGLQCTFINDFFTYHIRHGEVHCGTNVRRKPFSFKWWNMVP
LYPLA1 counter = LYPLA1 (human) inhibition in PME1 counter-screen | O75608 | recombinant LYPLA1, FP-Rh probe fluorescence polarization | inhibition, % at 5.9 µM | hit rate 0.16% among 320,000;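 active = inhibition above the mean of all tested compounds plus 3 SD, set per campaign, cut at about 14% in these data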;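 note: inhibitors block serine hydrolase probe labeling of LYPLA1 so polarization falls; 0% = enzyme with DMSO and 100% = wells lacking LYPLA1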
GSTO1 counter = counter-screen for RBBP9 inhibitors: inhibitors of human GSTO1. inhibition, % at 5.96 µM. P78417. recombinant GSTO1, activity-based probe fluorescence polarization. hit rate 1.1% among 300,000. AID 1974;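 active = inhibition above the campaign mean inhibition plus 3 SD, cut at about 35% in these data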;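 note: 0% = GSTO1-1 with DMSO and 100% = wells lacking GSTO1-1 enzyme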
PAFAH1B3 FP inh = PAFAH1B3 (human) inhibition; recombinant PAFAH1B3, FP-rhodamine probe, fluorescence polarization; inhibition, % at 3.39 µM; hit rate 0.28% among 340,000; AID 492972;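 active = inhibition above the screen-wide average of all tested compounds plus 3 SD, cut at about 25% in these data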;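 note: 0% = enzyme with DMSO only and 100% = wells lacking PAFAH1B3 protein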
pPAFAH FP inh = pPAFAH (human) enzyme inhibition; Q13093; recombinant pPAFAH, FP-rhodamine probe fluorescence polarization; hit rate 1.5% among 330,000; inhibition, % at 3.39 µM;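 active = inhibition above the mean inhibition across the screen plus 3 SD, cut at about 25% in these data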;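 note: inhibitors block binding of the rhodamine activity-based probe so polarization drops; 0% = enzyme with DMSO and 100% = wells lacking pPAFAH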
* hit, by the source's call; / = not tested or not shown. A portion of the library, so the mix of outcomes need not match the whole.

nr	Compound	GSTO1 counter	LYPLA1 counter	LYPLA2 counter	PREPL inhibitor	PAFAH1B3 FP inh
1	O=C(CN1CCOCC1)N/N=C/C(Br)=C\c1ccccc1	-2	-1	-3	1	11
2	COc1ccccc1N1CCN(Cc2ccc(OC)c3ccccc23)CC1	6	-2	-4	-3	4
3	CC(=O)NC1CC2CCCC(C1)N2C(=O)Nc1ccc(Cl)c(C(F)(F)F)c1 (configuration not stated)	-1	-5	3	0	1
4	CSc1nnc(C2CCN(CC(=O)Nc3ccccc3N3CCOCC3)CC2)n1C(C)C	3	2	-2	1	5
5	Cn1c(=O)c2c(-c3ccc(OC(F)F)cc3)cc(-c3ccccc3)nc2n(C)c1=O	2	4	4	-1	/
6	CC1CCc2[nH]c3ccc(C(=O)N(C)CC(=O)Nc4cccc(F)c4)cc3c2C1 (configuration not stated)	-4	-5	-1	20	12
7	COc1cccc(NC(=O)COC(=O)Cc2ccccc2[N+](=O)[O-])c1	0	1	4	2	1
8	COc1cc2c(cc1NC(=O)c1cccc(S(=O)(=O)N(C)C)c1)oc1ccccc12	-3	-6	-9	5	11
9	Cc1ccc(OCCOCCN2CCCC2)c(Br)c1	0	0	10	9	0
10	Cc1c(C(=O)Oc2ccc(F)cc2)sc2ncn(Cc3cccc(F)c3)c(=O)c12	-3	4	35*	16	3
11	CC1(c2ccc3c(c2)OCO3)NC(=O)N(CC(=O)c2ccc[nH]2)C1=O (configuration not stated)	18	3	-4	1	11
12	COc1cccc(CN2C(=O)C3(C(C#N)=C(N)OC4=C3C(=O)CCC4)c3ccccc32)c1 (configuration not stated)	0	-1	-1	8	0
13	COc1ccc([N+](=O)[O-])cc1N(CC(=O)O)S(C)(=O)=O	4	0	-1	0	1
14	COc1cc2ccccc2cc1-c1nnc(COc2ccccc2)o1	0	1	0	0	7
15	CCCCN(C(=O)c1cccc(S(=O)(=O)N2CC(C)OC(C)C2)c1)c1c(N)n(CCCC)c(=O)[nH]c1=O (configuration not stated)	3	3	2	13	-2

nr	pPAFAH FP inh	PAD4 inh	PAFAH1B2 inh	PME-1 inh
1	5	0	2	0
2	0	-1	6	0
3	3	-5	-1	-2
4	4	-2	6	0
5	-2	4	/	2
6	12	2	18	4
7	1	3	1	-6
8	3	2	-5	0
9	-3	-3	3	0
10	5	1	5	-13
11	3	0	2	2
12	6	0	2	8
13	6	-5	6	0
14	-2	0	5	-1
15	-4	6	-2	-2

Quoted from the listing.
Cn1c(=O)c2c(-c3ccc(OC(F)F)cc3)cc(-c3ccccc3)nc2n(C)c1=O in LYPLA1 counter reads 4
COc1ccccc1N1CCN(Cc2ccc(OC)c3ccccc23)CC1 in LYPLA1 counter reads -2
O=C(CN1CCOCC1)N/N=C/C(Br)=C\c1ccccc1 in LYPLA2 counter reads -3
COc1cccc(CN2C(=O)C3(C(C#N)=C(N)OC4=C3C(=O)CCC4)c3ccccc32)c1 (configuration not stated) in GSTO1 counter reads 0
COc1cc2ccccc2cc1-c1nnc(COc2ccccc2)o1 in pPAFAH FP inh reads -2
COc1cccc(NC(=O)COC(=O)Cc2ccccc2[N+](=O)[O-])c1 in GSTO1 counter reads 0
CC1(c2ccc3c(c2)OCO3)NC(=O)N(CC(=O)c2ccc[nH]2)C1=O (configuration not stated) in PAFAH1B3 FP inh reads 11

An excerpt from further up:
nr	Compound	GSTO1 counter	LYPLA1 counter	LYPLA2 counter	PREPL inhibitor	PAFAH1B3 FP inh
13	COc1ccc([N+](=O)[O-])cc1N(CC(=O)O)S(C)(=O)=O	4	0	-1	0	1
14	COc1cc2ccccc2cc1-c1nnc(COc2ccccc2)o1	0	1	0	0	7

nr	pPAFAH FP inh	PAD4 inh	PAFAH1B2 inh	PME-1 inh
13	6	-5	6	0
14	-2	0	5	-1

Further entries:
nr	Compound	GSTO1 counter	LYPLA1 counter	LYPLA2 counter	PREPL inhibitor	PAFAH1B3 FP inh
16	CC1C/C(=N/N=C2/NC(=O)CS2)CC(C)(C)C1 (configuration not stated)	-4	0	4	-5	-4
17	Cc1nn2c(-c3ccccn3)ccnc2c1Br	26	1	1	9	3
18	COc1ccc2sc(N3C(=O)C4CC=C(C)CC4C3=O)nc2c1 (configuration not stated)	3	-1	-6	2	5
19	O=C1C=C(c2cc3ccccc3s2)C[C@@H](c2ccc3c(c2)OCO3)C1	/	-2	0	-9	-11
20	Cc1ccc(C(=O)N(CC(=O)Nc2sc(C)c(C)c2C(N)=O)C2CCCC2)cc1	1	-4	-5	-21	-1
21	Cc1cccc(NC(=O)c2oc3ccc(S(=O)(=O)N4CCOCC4)cc3c2C)c1C	-22	10	11	3	-3
22	CCn1nc(C(=O)OCC(=O)N2CC(=O)Nc3ccccc32)c2ccccc2c1=O	-1	2	-2	-5	9
23	CCCCCCCSc1nsc(N)n1	-3	-2	8	20	0
24	O=C(Nc1nccs1)c1ccc(Br)c(S(=O)(=O)N2CCOCC2)c1	6	-2	-6	6	14
25	COc1ccc(C2C(C(=O)NCC3CCCO3)CCC(=O)N2c2ccc3c(c2)OCO3)cc1 (configuration not stated)	2	-4	1	1	8
26	CC(=O)Nc1cccc(C2=CC(c3ccco3)n3ncnc3N2)c1 (configuration not stated)	-2	-3	-5	-14	/
27	CCOC(=O)C(NC(C)=O)C(OC(C)=O)c1cccc([N+](=O)[O-])c1 (configuration not stated)	-3	-1	-3	12	1
28	Cc1ccc(Cl)cc1N1CCN(C(=O)Cc2ccc(-n3c(=O)[nH]c4ccsc4c3=O)cc2)CC1	3	2	34*	-5	8
29	COc1ccc(Cc2nc3ccc(C(=O)NCCCSC)cc3o2)cc1OC	0	0	2	-5	5
30	Cc1ccccc1N1CCN(CCCCN2C(=O)C3CCCN3C2=O)CC1 (configuration not stated)	-6	-1	1	6	0

nr	pPAFAH FP inh	PAD4 inh	PAFAH1B2 inh	PME-1 inh
16	4	2	76*	-2
17	-3	-1	-2	1
18	2	-3	1	7
19	-1	-5	-3	-6
20	2	-4	3	-13
21	0	-5	2	1
22	5	-7	4	5
23	3	6	6	-4
24	-1	-2	5	8
25	0	3	2	-4
26	-1	1	/	0
27	-6	-5	-2	-8
28	14	4	1	4
29	3	-2	4	6
30	9	-6	0	2

Later entries:
nr	Compound	GSTO1 counter	LYPLA1 counter	LYPLA2 counter	PREPL inhibitor	PAFAH1B3 FP inh
31	COc1cc(NC(=S)NCCO)c(OC)cc1Cl	10	-1	4	8	8
32	Cc1c(C)n(CC(O)CN(CCO)CCO)c2ccccc12 (configuration not stated)	-5	-8	-12	11	-2
33	Cc1ccc(-c2csc3ncnc(SCC(=O)NCC4CCCO4)c23)cc1 (configuration not stated)	/	-1	2	9	1
34	CN(CC(=O)NCc1ccccc1Cl)CC(=O)Nc1cccc(F)c1	8	4	8	-4	5
35	COC(=O)C1=C(C)NC(=S)NC1c1sccc1C (configuration not stated)	2	1	-3	6	8
36	Cc1ccc(NC(=S)NCCC(c2ccccc2)c2ccccc2)c(C)c1	-2	-13	-19	-17	5
37	COc1ccc(C(=O)CCNc2ccc3c(c2)OCCO3)cc1	6	-1	0	4	-1
38	Cc1cc(Cl)c2ccc3ccccc3c2n1	10	1	2	-9	6
39	COc1cccc(NC(=O)CN(C)S(=O)(=O)c2ccc3c(c2)CCC(=O)N3)c1	6	-2	4	-4	5
40	COc1ccc(OCC(=O)NC2CCCN(Cc3ccc(Cl)cc3)C2)cc1 (configuration not stated)	2	-4	3	-5	6
41	COc1ccc(N(C(=O)CNC(=O)c2cccs2)C(C(=O)NC2CCCC2)c2ccncc2)cc1 (configuration not stated)	-7	-3	-4	16	10
42	O=C1C=C(NC2=CC3OC(c4ccccc4)OCC3OC2=O)CCC1 (configuration not stated)	-9	-1	1	-3	7
43	COc1ccc(C(=O)N2CCC(n3nnc4cc(F)ccc43)CC2)cc1OC	1	2	10	11	6
44	CCN1CCN(CC(=O)N2N=C(c3cccs3)CC2c2ccc(F)cc2)C(=O)C1=O (configuration not stated)	5	-2	1	16	0
45	O=C(NCc1ccco1)C1CC(c2ccc(C(F)(F)F)cc2)=NO1 (configuration not stated)	-4	-2	-2	1	2

nr	pPAFAH FP inh	PAD4 inh	PAFAH1B2 inh	PME-1 inh
31	-1	-1	0	3
32	-5	-5	-1	-13
33	-1	-8	-2	-1
34	5	0	-1	8
35	3	-1	0	1
36	5	-1	1	-14
37	7	1	6	2
38	-1	4	2	-5
39	2	-5	6	0
40	1	-4	3	7
41	-2	-3	2	-9
42	0	-2	7	-2
43	5	5	1	2
44	0	4	2	-2
45	7	-3	-7	2

With a hit mark in PAFAH1B2 inh, of those listed so far:
no. | Compound | PREPL inhibitor | PAFAH1B3 FP inh | pPAFAH FP inh | PAD4 inh | PAFAH1B2 inh | PME-1 inh
16 | CC1C/C(=N/N=C2/NC(=O)CS2)CC(C)(C)C1 (configuration not stated) | -5 | -4 | 4 | 2 | 76* | -2

The list continues.
nr	Compound	GSTO1 counter	LYPLA1 counter	LYPLA2 counter	PREPL inhibitor	PAFAH1B3 FP inh
46	O=C(O)CSc1nc2ccccc2o1	2	0	2	-5	12
47	CCOC(=O)c1ccc(NC(=O)CC2SC(=NC)N(C)C2=O)cc1 (configuration not stated)	-5	3	22	1	1
48	CC(OC(=O)c1ccc([N+](=O)[O-])s1)C(=O)Nc1ncc(Cl)cc1Cl (configuration not stated)	46*	-1	-4	0	30*
49	OC(c1ccc2c(c1)OCO2)c1nccc2ccccc12 (configuration not stated)	29	-6	1	-6	0
50	Cn1cc(Br)c(C(=O)NNC(=O)Nc2ccccc2C(F)(F)F)n1	11	2	2	2	1
51	Cc1ccc(-n2cc[nH]c2=S)c(C)c1	-9	0	2	2	/
52	Nc1c2c(nn1-c1ccc(C(=O)O)cc1)CNC2	4	2	2	2	7
53	O=C(NCCCl)C1Cc2c(ccc3ccccc23)O1 (configuration not stated)	2	-1	5	1	-2
54	COc1ccc(-c2ccc3oc(-c4ccc(OC)cc4)c(C#CC4(O)CCCCC4)c3c2)cc1	-1	-9	-15	18	-7
55	O=C(N/C(=C\c1ccccc1)C(=O)N1CCCCCC1)c1ccccc1	2	-1	-4	-1	4
56	COc1ccc(CC(=O)OCC(=O)Nc2ccc(Br)cc2)cc1	6	-1	-2	1	-11
57	Cc1ccc(CNC(=S)N(C)C)cc1	6	2	4	3	2
58	Cn1c(SCC(=O)NNC(=S)Nc2ccccc2)nnc1-c1ccccc1	3	-4	-3	-11	5
59	COc1cc(OC)cc(C(=O)Nc2ccc(Nc3ccccc3)cc2)c1	-4	-5	-1	22	9
60	Cc1nc2nc[nH]n2c(=O)c1CCC(C)C	8	6	8	13	-9
61	C=C1N(c2ccc(Cl)cc2)C(=O)OC1(C)C	4	0	5	0	2
62	O=C1CN2Cc3c(ccc(Cl)c3Cl)N=C2N1	5	2	4	-5	/
63	COC(=O)c1ccc(OCCOc2ccc(C(=O)OC)cc2)cc1	5	-2	-9	-7	-10

nr	pPAFAH FP inh	PAD4 inh	PAFAH1B2 inh	PME-1 inh
46	1	-6	0	2
47	5	1	0	0
48	26*	-4	17	-8
49	0	-9	-2	-3
50	0	0	0	-4
51	0	-2	/	-2
52	3	-3	7	0
53	3	-9	10	-1
54	1	2	-9	-17
55	0	-6	3	3
56	17	-1	0	6
57	3	-5	8	-2
58	-5	-1	7	1
59	18	-1	9	11
60	2	3	5	0
61	4	-5	2	-3
62	3	1	/	1
63	2	-2	-2	3
